# Compound activity as filed in PubChem.
# TEAD-YAP inh = TEAD-YAP interaction inhibition | 1.4% of 640,000 active | inhibition, % at 9.12 µM | HEK-TIYL cells, TEAD-Gal4/YAP UAS-luciferase luminescence; in the data active = inhibition above about 32%;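 note: 0% = median of test compound wells and 100% = reference inhibitor wells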
# MITF primary = blocks human microphthalmia-associated transcription factor | AlphaScreen MITF homodimerization, bead proximity signal | inhibition, % at 2.6 µM | 0.91% of 650,000 active | AID 1259374; in the data active = inhibition above about 50%;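 note: 0% = vehicle wells with protein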
# Target sequence (O75030 whole entry, looked up): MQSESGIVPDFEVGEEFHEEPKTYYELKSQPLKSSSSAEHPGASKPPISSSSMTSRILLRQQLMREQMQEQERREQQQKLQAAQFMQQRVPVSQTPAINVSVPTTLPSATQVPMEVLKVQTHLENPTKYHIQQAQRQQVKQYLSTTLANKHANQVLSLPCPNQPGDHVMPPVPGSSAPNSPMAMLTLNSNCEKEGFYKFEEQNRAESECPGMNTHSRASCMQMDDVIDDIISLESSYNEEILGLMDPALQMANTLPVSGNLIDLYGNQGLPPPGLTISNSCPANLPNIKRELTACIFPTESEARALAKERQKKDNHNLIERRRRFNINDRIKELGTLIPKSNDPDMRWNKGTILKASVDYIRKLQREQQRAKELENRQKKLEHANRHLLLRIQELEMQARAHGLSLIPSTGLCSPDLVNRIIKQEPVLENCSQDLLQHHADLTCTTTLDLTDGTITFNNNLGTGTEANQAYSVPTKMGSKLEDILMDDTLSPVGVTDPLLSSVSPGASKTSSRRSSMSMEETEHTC
# GPR151 ag = activates the human receptor GPR151; activation, % at 11.2 µM; 1% of 650,000 active; Q8TDV0; AID 1508602; PathHunter beta-arrestin GPR151 cells, luminescence; in the data active = activation above about 4.9%;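 note: 0% = median of compound wells and 100% = cells with positive control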
# Target sequence (Q8TDV0 whole entry, looked up): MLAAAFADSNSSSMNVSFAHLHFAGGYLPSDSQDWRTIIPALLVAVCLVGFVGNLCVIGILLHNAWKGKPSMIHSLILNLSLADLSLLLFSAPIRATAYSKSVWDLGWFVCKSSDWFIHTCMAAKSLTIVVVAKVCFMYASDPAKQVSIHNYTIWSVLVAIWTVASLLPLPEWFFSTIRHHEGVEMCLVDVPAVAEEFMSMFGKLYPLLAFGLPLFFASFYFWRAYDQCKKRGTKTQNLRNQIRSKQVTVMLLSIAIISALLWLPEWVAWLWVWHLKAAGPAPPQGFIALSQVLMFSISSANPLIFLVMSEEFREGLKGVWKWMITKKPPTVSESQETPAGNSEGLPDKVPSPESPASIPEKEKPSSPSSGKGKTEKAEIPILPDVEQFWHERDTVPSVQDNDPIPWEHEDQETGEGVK
# FBW7 activator = activators of human E3 ligase FBW7 | Q969H0 | AlphaScreen FBW7–phospho-cyclin E peptide binding, activator screen | normalized activity (activation), % at 26.1 µM | 0.13% of 650,000 active | AID 1259310; in the data active = normalized activity above about 1.9%;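 note: purified mutant Fbw7 with reduced substrate affinity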
# Starred values were filed as active, the others as inactive; & = joins results of further samples. Compounds were not picked by outcome. About 3.4% of those tested had a hit in this group.
# Start of the data: the first two compounds as a preview:
SMILES,TEAD-YAP inh,MITF primary,GPR151 ag,FBW7 activator
COc1cc(NC(=O)CSc2nnc3[nH]c4cc(C)cc(C)c4c3n2)cc(OC)c1,-13,-9,1.1,-0.1
COc1ccc(CNC(=O)NS(=O)(=O)c2ccc(OC)cc2)cc1,-10,-4,0.4,-0.2

# The list itself (from the top)
SMILES,TEAD-YAP inh,MITF primary,GPR151 ag,FBW7 activator
COc1cc(NC(=O)CSc2nnc3[nH]c4cc(C)cc(C)c4c3n2)cc(OC)c1,-13,-9,1.1,-0.1
COc1ccc(CNC(=O)NS(=O)(=O)c2ccc(OC)cc2)cc1,-10,-4,0.4,-0.2
O=C(NC1CCCCC1)C1CCC(Cn2c(=S)[nH]c3ccccc3c2=O)CC1 (centres undefined),2,-10,-0.2,-0.1
COc1ccc(C)cc1NC(=O)C/C(C)=N/NC(=O)c1ccc(Cl)cc1,-11,14,-0.1,0.0
COc1ccccc1NC(=O)c1c(NS(=O)(=O)c2ccc(NC(C)=O)cc2)sc(-c2ccccc2)c1C,12,8,2.2,0.3
N#CCCn1nc(-c2cccs2)oc1=O,5,2,1.6,-0.1
Cc1ccc2nc(NCc3ccc(C(=O)O)cc3)c3nncn3c2c1,-4,-5,2.5,-0.1
CC(=O)CSc1nnc(Nc2ccc(C)c(C)c2)s1,-29,-10,2.1,-0.1
Cc1ccc(C(=O)NCc2nc(-c3ccc(C)cc3)no2)cc1,-2,-2,3.0,-0.1
CCCCC(=O)N/N=C/c1ccc(OC)cc1,-11,5,0.7,0.0
COc1ccc(-c2cc(=O)oc3c(C)c(O)ccc23)cc1,20,-2,1.1,-0.1
C/C(=N\NC(=O)COc1ccc(Cl)cc1Br)c1ccco1,-1,8,-0.4,0.0
COc1cc2c(C#N)c(N3CCN(C/C=C/c4ccccc4)CC3)nc(N)c2c(N)n1,1,9,-1.9,0.3
CCOC(=O)c1c(C)oc2ccc(OS(C)(=O)=O)cc12,-3,3,-0.1,0.4
O=C(Nc1ccc([N+](=O)[O-])cc1)c1cccnc1Cl,-5,15,-0.7,0.0
CCSc1nnc(N2C(=O)CC(c3ccsc3)C3=C2CC(C)(C)CC3=O)s1 (centres undefined),1,10,0.6,0.1
C=CCn1c(=NC(=O)C2=COCCO2)sc2cc(Br)ccc21,-38,7,-1.6,0.3
COc1ccc(OCCOC(=O)c2ccc(OCc3c(C)noc3C)cc2)cc1,-6,3,-0.5,0.7
O=C(N/N=C/c1cccc2ccccc12)c1ccc(O)cc1,-25,-4,0.8,0.1
O=C(Cc1cn(-c2ccc(Nc3ccc4ncccc4c3)nn2)c2ccccc12)NC1CC1,-6,7,0.9,0.1
Nc1ccc2c(c1)OCCOCCOCCOc1ccc(N)cc1OCCOCCO2,5,29,-1.6,0.0
O=C1CN(C(=O)CC2C(=O)NCCN2Cc2ccccc2C(F)(F)F)CCN1 (centres undefined),4,-13,0.4,0.0
Cc1ccc(C)c(NC(=O)c2ccc(F)c([N+](=O)[O-])c2)c1,-1,15,-2.1,0.0
COc1cc2[nH]c(=O)c(C(=O)Nc3cccc(C)n3)c(O)c2cc1OC,14,12,-0.1,-0.1
CCC(=O)Nc1cccc(NC(=O)CSc2nnnn2C2CCCC2)c1,1,-7,1.0,-0.1

# Entries of single compounds, looked up by structure:
# CC(=O)CSc1nnc(Nc2ccc(C)c(C)c2)s1 is listed with TEAD-YAP inh: -29; MITF primary: -10; GPR151 ag: 2.1; FBW7 activator: -0.1
# COc1cc2c(C#N)c(N3CCN(C/C=C/c4ccccc4)CC3)nc(N)c2c(N)n1 is listed with TEAD-YAP inh: 1; MITF primary: 9; GPR151 ag: -1.9; FBW7 activator: 0.3

# More records follow.
SMILES,TEAD-YAP inh,MITF primary,GPR151 ag,FBW7 activator
COc1ccc(/C(O)=C2/C(=O)C(=O)N(c3ccccn3)C2c2cccc([N+](=O)[O-])c2)cc1 (centres undefined),-6,18,-1.0,0.9
O=C(Cn1cncn1)N/N=C/c1ccc(OCc2ccccc2)cc1,-22,-7,-3.5,0.2
C/C(CC(=O)Nc1ccc(Cl)cc1)=N\NC(=O)c1ccccc1F,-77,24,-1.4,0.9
O=[N+]([O-])c1cccc(CSc2cccc[n+]2[O-])c1,-10,-7,-0.7,-0.3
Cc1ccccc1-c1nc(CS(=O)(=O)CC(=O)N2CCN(C)CC2)c(C)o1,2,-7,-0.2,-0.1
O=C(Cn1nc(-c2ccc3c(c2)OCCO3)ccc1=O)Nc1ccccc1-c1ccccc1,5,72*,0.0,0.1
COc1ccc(Cl)cc1NS(=O)(=O)c1cc(Br)cnc1N,4,16,-1.0,0.1
COc1ccc(N2CCN(Cc3nc4c(c(=O)n(C)c(=O)n4C)n3CC(N)=O)CC2)cc1,6,-5,-0.2,0.0
CCCC(c1nnnn1Cc1ccco1)N1CCN(C)CC1 (centres undefined),4,2,-0.1,0.2
CCOc1ccc(C(=O)c2ccncc2)cc1,-6,13,1.6,0.3
CN1C(=O)C(O)(CC(=O)c2cccs2)c2cc(Cl)ccc21 (centres undefined),9,13,0.4,0.0
CCN1C(=O)/C(=C\c2ccccc2[N+](=O)[O-])SC1=S,0,0,0.3,-0.1
O=C1c2ccccc2OCCN1Cc1ccc(F)cc1,-4,4,-0.3,-0.1
N#CC1=C(N)OC2=C(C(=O)CC(c3ccccc3)C2)C1c1c(Cl)cccc1[N+](=O)[O-] (centres undefined),41*,12,-0.8,1.1
COc1ccccc1/C=C1\N=C(C)OC1=O,1,13,0.4,0.1
COC(=O)c1ccc(NC(=O)CCc2nc3cccnc3n2Cc2cccs2)cc1,1,7,0.0,0.1
COc1ccc2nc3oc(C(=O)Nc4ccc(OC)c(OC)c4)cc3cc2c1,1,16,-1.2,0.6
CCOC(=O)CCCCC1SCC(NC(=O)OC)C1NC(=O)OC (centres undefined),2,8,-0.4,0.4
CCc1ccc(C(=O)Nn2cnnc2)cc1,3,-15,0.9,0.0
CSc1ccccc1N1C(=O)CN(CCO)CC1C (centres undefined),0,-5,0.3,-0.1
CCCNc1nc(Nc2nc3ccccc3n2C)nc(N(CC)CC)n1,28,-4,1.1,0.1
Cc1cc(NC(=O)NCc2ccccc2)n(C)n1,6,5,4.0,0.3
CCCc1nnc2sc(NC(=O)c3ccc(F)cc3)nn12,-1,-9,2.0,-0.1
Cc1cccc(-c2nc(/C=C3\C=Nc4ccccc43)c(O)o2)c1,-16,6,0.8,-0.1
COC(=O)c1cc(C(=O)Nc2ccccc2C(=O)OC)cc([N+](=O)[O-])c1,1,-11,0.0,-0.1
SMILES,TEAD-YAP inh,MITF primary,GPR151 ag,FBW7 activator
CCOC(=O)/C=C/CSc1nc2sc3c(c2c(=O)[nH]1)CCCC3,-1,11,0.3,0.0
COCCCN1C(=O)C(=O)/C(=C(\O)c2ccc(C)cc2)C1c1ccc(Cl)cc1Cl (centres undefined),8,7,0.5,0.1
CCCCNC(=O)CSc1nc2n[nH]c(C)c2c(=N)n1-c1ccc(C)c(C)c1,0,-4,-1.7,-0.1
O=C(C[n+]1ccccc1)N/N=C/c1ccncc1,3,-3,0.6,0.8
COc1ccc2cc(S(=O)(=O)n3nnc4ccccc43)ccc2c1,7,-9,0.0,-0.1
Cc1ccc(OCCCn2cccc2C=O)cc1,-62,-10,-1.8,-0.1
CN(CCc1nc2ccc(F)cc2[nH]1)C(=O)c1cc(COc2cccc3cnccc23)on1,55*,2,0.1,0.1
OCCNCc1ccc(OCc2ccc(Cl)cc2Cl)cc1,-43,-4,0.1,-0.3
Cn1c(O)c(C=Nc2cccc(Cl)c2)c2ccccc21,-50,-6,2.2,-0.2
CCOC(=O)c1c(NC(=O)CSc2nnc(CNC(=O)c3ccccc3OC)n2-c2cccc(C)c2)sc2c1CCCC2,11,0,-0.6,0.0
CN1CCN(C(=O)C2CCN(c3ccc(-c4ccc(Cl)cc4)nn3)CC2)CC1,5,20,-1.0,0.5
NC(=O)c1ccsc1NC(=O)COC(=O)c1cc(Cl)ccc1[N+](=O)[O-],4,5,0.6,-0.2
NC(=O)c1ccc(NC(=O)CN2C(=O)NC(c3ccccc3)(c3ccccc3)C2=O)cc1,-1,18,1.0,0.5
CCOc1ccc(C(=O)Nc2ccc(NC(=O)CC)cc2)cc1,10,8,3.4,0.0
CCOC(=O)CC(=O)N1c2ccccc2NC(=O)C1CC (centres undefined),8,6,-0.7,0.1
COc1cc(C(=O)Nc2ccc(Br)cc2C)cc(OC)c1OC,-11,1,-0.9,-0.1
COc1ccc(-c2cnnc(N3CCC(OCc4cccnc4)CC3)n2)cc1,16,10,1.2,0.0
O=C(N/N=C/C=C\c1ccco1)c1cccnc1,6,16,-1.9,0.1
Cc1ccc2cc(CN(CCO)S(=O)(=O)c3ccc(F)cc3)c(=O)[nH]c2c1C,0,9,0.2,0.1
Cc1ccc2nc(-c3ccc(Cl)cc3)cc(C(=O)N3CCCCC3)c2c1,6,-2,-1.3,-0.1
CC(=O)Nc1cccc(NC(=O)c2ccccc2Br)c1,3,13,2.0,0.1
O=C(NC(c1ccccc1)c1ccc2cccnc2c1O)c1ccccc1 (centres undefined),22,24,0.7,-1.5
COc1ccc(O)c(/C=N/n2c(C)csc2=NC(C)C)c1,41*,24,-1.7,0.0
COc1ccc(C2C(C#N)=C(N)Oc3n[nH]c(-c4ccccn4)c32)c(OC)c1OC (centres undefined),9,18,1.4,-0.8
O=C(COc1ccccc1F)N1CCN(c2ccc(-c3ccncc3)nn2)CC1,0,4,-5.2,1.1

# 6 successive compounds from above:
SMILES,TEAD-YAP inh,MITF primary,GPR151 ag,FBW7 activator
Cc1ccc2nc(-c3ccc(Cl)cc3)cc(C(=O)N3CCCCC3)c2c1,6,-2,-1.3,-0.1
CC(=O)Nc1cccc(NC(=O)c2ccccc2Br)c1,3,13,2.0,0.1
O=C(NC(c1ccccc1)c1ccc2cccnc2c1O)c1ccccc1 (centres undefined),22,24,0.7,-1.5
COc1ccc(O)c(/C=N/n2c(C)csc2=NC(C)C)c1,41*,24,-1.7,0.0
COc1ccc(C2C(C#N)=C(N)Oc3n[nH]c(-c4ccccn4)c32)c(OC)c1OC (centres undefined),9,18,1.4,-0.8
O=C(COc1ccccc1F)N1CCN(c2ccc(-c3ccncc3)nn2)CC1,0,4,-5.2,1.1

# The list goes on:
SMILES,TEAD-YAP inh,MITF primary,GPR151 ag,FBW7 activator
CC(=O)Nc1ccc(C(=O)OCC(=O)N2CCCC(C)C2)cc1 (centres undefined),-4,8,-0.7,0.0
CC1=NN(C(=O)c2sc3cccc(Cl)c3c2Cl)C(O)(C(F)F)C1 (centres undefined),1,13,-0.5,0.8
CCOc1ccc(NC(=O)CC2C(=O)N(c3cccc(OC)c3)C(=O)N2CCOC)cc1 (centres undefined),-1,-1,0.3,0.1
COc1ccc(-c2cnn3ccc(NCc4cccnc4)nc23)cc1,2,16,1.3,0.6
O=c1c2cc(Cl)ccc2[nH]c(=S)n1CCC1=CCCCC1,-4,6,1.2,0.2
CCSc1nc2c(c(=O)[nH]c(=O)n2C)n1C(C)C,-42,-3,-1.4,0.0
CN(C)CCN(Cc1cc2cc3c(cc2[nH]c1=O)OCCO3)C(=O)Nc1ccccc1,0,2,0.4,0.0
CCOC(=O)C1=C(C)NC2=C(C(=O)CC(C)(C)C2)C1c1ccc(C)cc1 (centres undefined),5&5,2&-8,1.3&-0.5,0.5&-0.1
Cc1c(NC(=O)c2ccccc2-c2ccccc2)c(=O)n(-c2ccccc2)n1C,9,13,-0.6,0.5
COc1ccc(C(F)(F)F)cc1NC(=O)c1ccc(Oc2ccc(C(F)(F)F)cc2[N+](=O)[O-])c(OC)c1,12,-7,0.1,0.1
O=c1c2c3c(sc2nc(SCCc2ccccc2)n1-c1ccccc1)CCCC3,7,7,-0.2,-0.1
CC1Sc2cc(S(=O)(=O)C(C)CC(=O)Nc3cccc(Cl)c3)ccc2NC1=O (centres undefined),6,5,0.6,-0.1
CC(C)OCCCNC(=O)CC1C(=O)NCCN1Cc1ccc(F)cc1 (centres undefined),9,-4,0.9,-0.1
COc1ccccc1N=Cc1c(O)[nH]c(=S)[nH]c1=O,-3,-1,1.4,-0.1
CN(C)S(=O)(=O)c1ccc(NC(=O)Cc2ccc3c(c2)OCCO3)cc1,3,13,-0.6,0.0
Cc1nc(NCc2c(F)cccc2F)sc1-c1ccn(CCN2CCOCC2)n1,-6,1,-0.7,-0.1
COc1cccc2cc(C(=O)/C=C/c3cccc(F)c3)c(=O)oc12,-2,-6,5.4*,-0.1
N/C(=N\OCC(=O)Nc1ccc(F)c(Cl)c1)c1ccccc1,-5,-5,-0.3,-0.1
Cc1ccc(N=C2NC(=O)/C(=C\c3ccc(OCc4ccccc4C#N)cc3)S2)cc1,3,-20,-0.1,0.0
CC(=O)C1=C(C)Nc2ncnn2C1c1cccc(F)c1 (centres undefined),-4,-11,0.4,0.0
COCC(C)NC(=O)c1cnc(Cl)c(Cl)c1 (centres undefined),8,11,-1.7,0.0
Cc1ccc2nc(Nc3cccc(C(F)(F)F)c3)nc(-c3ccccc3)c2c1,1,-4,1.1,-0.1
COc1cc2nc(SCC#N)n3nc(-c4ccc([N+](=O)[O-])cc4)nc3c2cc1OC,-10,5,0.6,0.0
O=C(Nc1ccc2oc(-c3ccncc3)nc2c1)c1ccccc1[N+](=O)[O-],13,12,2.5,0.0
COc1ccc(N2CCN(C(=O)c3ccc(C#CC(C)(C)O)o3)CC2)cc1,0,3,1.2,0.1
Oc1ccc(Cl)cc1/C=N/Nc1nc(NCc2ccccc2)nc(N2CCOCC2)n1,0,8,0.7,0.1
